HSF-1 act = HSF-1 activators, primary screen, NIH3T3-HGL cells, MG132 stress, luminescence, single point; 1.7% of 300,000 active; activation, % at 9 µM; NIH3T3-HGL HSF-1 luciferase reporter, 8 h; 100% = twice DMSO control signal;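 active = mean replicate activation of at least 50% with a set share of replicates each reaching 50%; inconclusive = only one of those two conditions met; inactive = mean below 50% and too few replicates reaching it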;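 note: 0% = median of the neutral control wells and 100% = twice that signal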
GSK3B inh = human GSK3beta kinase inhibitors, primary screen, biochemical, cell-free homogeneous, HTS; 0.038% of 300,000 active; GST-GSK3beta kinase, ADP-Glo luminescence, 60 min; hits give low values; activity score (negative = inhibition), % at 10 µM;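 active = more than half of replicate wells score below -50%, meaning over 50% inhibition versus plate controls; inconclusive = some replicates but at most half score below -50%; inactive = no replicate scores below -50%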;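 note: 0% = median DMSO wells and -100% = median GW8510 positive control wells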
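Test system – GST-tagged human GSK3beta kinase, cell-free · Incubation – 60 min enzyme reaction, room temperature · Signal – ADP-Glo luminescence · Also added – peptide substrate and ATP at 25 µM · Controls – DMSO neutral wells and GW8510 at 20 µM as positive · Buffer or medium – Tris/MgCl2 kinase buffer · Measure – Luminescence-derived activity versus plate DMSO and GW8510 wells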
Platelet DG rel = inhibitors of platelet dense granule secretion, primary screen, cell-based, MLPCN, human platelets. human platelet-rich plasma, SFLLRN dense granule ATP release, luminescence. inhibition, %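 (compounds screened at 7.5 µM in platelet-rich plasma)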. 0.22% of 300,000 active. AID 1663, 2009;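 active = mean replicate score, as percent of positive control, at or above 50; inconclusive = mean below 50 but at least one replicate at or above 50; inactive = mean and every replicate below 50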
HSF1 inh = HSF1 inhibitors in luciferase reporter cells, primary screen, cell-based, NIH3T3, luminescence. 0.77% of 300,000 active. NIH3T3-HGL HSE-luciferase, MG132-induced, luminescence 8 h; hits give low values. activity change, negative = inhibition, % at 7.5 µM (by protocol);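 active = more than half of replicate wells show activity change below -50%, luminescence cut by over half; inconclusive = some wells, but at most half, below -50%; inactive = no replicate well below -50%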;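 note: luciferase reports HSF-1 transcriptional activity via heat shock element; 0% = median of DMSO wells and -100% = zero luminescence signal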
HSP90 inh = HSP90 inhibitors, primary screen, cell lysate, luminescence. 0.91% of 290,000 active. Heat shock protein HSP 90 (rabbit reticulocyte lysate; luciferase refolding). Rabbit reticulocyte lysate, luciferase refolding luminescence, 3 h. inhibition, % at 5.6 µM;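 active = inhibition above the screen-wide mean plus 3 SD, computed separately per campaign, cut at about 16% in these data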;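 note: 0% = DMSO wells and 100% = 60 µM geldanamycin wells; inhibitors lower the luminescence because luciferase stays unfolded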
HDAC3 inh = HDAC3 deacetylase inhibitors, primary screen, biochemical, fluorescence, cell-free homogeneous; Histone deacetylase 3 (Homo sapiens), O15379; recombinant HDAC3, fluorogenic peptide/trypsin coupled; inhibition, % at 8.3 µM; 0.15% of 320,000 active; AID 2718, 2010; in the data active = inhibition above about 26%, passing the limit was not always enough; inconclusive = no clear call, values can overlap the other calls
Target sequence (O15379 whole entry, looked up): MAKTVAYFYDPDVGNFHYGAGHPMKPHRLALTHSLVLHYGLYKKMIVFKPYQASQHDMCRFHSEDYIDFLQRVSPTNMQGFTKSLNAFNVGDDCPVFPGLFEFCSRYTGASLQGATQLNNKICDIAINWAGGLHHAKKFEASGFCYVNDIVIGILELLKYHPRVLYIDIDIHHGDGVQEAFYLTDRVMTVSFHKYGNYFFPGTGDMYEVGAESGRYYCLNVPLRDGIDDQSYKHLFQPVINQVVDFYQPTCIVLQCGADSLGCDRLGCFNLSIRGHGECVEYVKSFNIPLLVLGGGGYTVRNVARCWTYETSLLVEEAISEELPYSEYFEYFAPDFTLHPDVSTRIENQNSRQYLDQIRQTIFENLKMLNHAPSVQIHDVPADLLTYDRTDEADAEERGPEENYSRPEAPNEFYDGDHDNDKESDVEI
GSK3 alpha inh = blockers of GSK3A enzyme activity – biochemical, luminescence, cell-free homogeneous, HTS, primary screen; Glycogen synthase kinase-3 alpha (Homo sapiens), P49840; GSK-3 alpha kinase, ADP-Glo luminescence, 60 min; inhibition, % at 10 µM; 0.1% of 320,000 active; AID 2650, 2010;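 in the data active = inhibition above about 50%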;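 note: GST-tagged GSK-3 alpha with peptide substrate and 25 µM ATP; 0% = DMSO neutral wells and 100% = GW8510 positive control wells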
Target sequence (P49840 whole entry, looked up): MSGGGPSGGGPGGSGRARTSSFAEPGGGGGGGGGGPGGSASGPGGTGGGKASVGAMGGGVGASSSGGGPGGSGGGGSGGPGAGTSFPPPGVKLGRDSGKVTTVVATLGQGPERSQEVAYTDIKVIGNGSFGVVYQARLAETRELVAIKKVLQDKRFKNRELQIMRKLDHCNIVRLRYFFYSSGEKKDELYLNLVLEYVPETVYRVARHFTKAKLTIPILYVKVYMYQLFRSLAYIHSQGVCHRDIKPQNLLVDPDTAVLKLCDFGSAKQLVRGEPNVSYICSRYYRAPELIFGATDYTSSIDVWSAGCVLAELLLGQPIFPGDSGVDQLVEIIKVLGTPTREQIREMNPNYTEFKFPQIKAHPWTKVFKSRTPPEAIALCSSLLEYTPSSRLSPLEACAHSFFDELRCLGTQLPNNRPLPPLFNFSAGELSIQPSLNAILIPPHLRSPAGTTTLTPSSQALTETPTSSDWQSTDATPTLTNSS
AI-2 QS modul = Vibrio harveyi AI-2 quorum sensing modulators, primary screen, JMH597 strain, luminescence/OD600 ratio | AID 2094, 2009 | activity change, % at 7.5 µM | Vibrio harveyi JMH597 AI-2 luminescence/OD600 ratio, 9 h; hits give low values; strain lacks LuxN and CqsS sensors; 0 = neutral-control median | 0.4% of 300,000 active; in the data active = activity change below about -75%, passing the limit was not always enough; inconclusive = no clear call, values can overlap the other calls;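 note: luminescence divided by OD600 gain over 9 h not by final OD600 alone; inactives centre near 13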
Dyrk1A ADPGlo = rat Dyrk1A kinase inhibitors, primary screen, biochemical, single point, plate reader; AID 504441, 2011; ADP-Glo luminescence, NFATc1 peptide; 0.43% of 310,000 active; inhibition, % at 12.5 µM; in the data active = inhibition above about 50%;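 note: plate controls were vehicle with enzyme for no effect and no enzyme for full effect; many of its hits are not listed in these tables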
PolyA inhibitor = polyadenylation inhibitors in yeast reporter cells, primary screen, luminescence, S. cerevisiae | calls only at 12 µM | 0.02% of 300,000 active | S. cerevisiae SKY197-pL101 polyadenylation reporter, beta-gal luminescence; efflux-impaired pdr1/pdr3 knockout yeast; score 100 = 6 SD above DMSO | AID 1875, 2009;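 active = lowest replicate activity score at least 50, where 100 means six control SD above control mean; inconclusive = lowest score under 50 but half or more replicates reach 50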;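 note: yeast exposed to compound for 9 h at 30 °C; higher score means more reporter readthrough which indicates perturbed polyadenylation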
Numbers without * were called inactive; i = inactive; ? = inconclusive; . = no result given; & = joins results of further samples.

HSF-1 act,GSK3B inh,Platelet DG rel,HSF1 inh,HSP90 inh,HDAC3 inh,GSK3 alpha inh,AI-2 QS modul,Dyrk1A ADPGlo,PolyA inhibitor,smiles
28,-2,10,-2,1,-5,.,6,5,i,CC(NC(=O)c1cc2sccc2n1C)c1ccc2c(c1)OCCO2 (stereo not drawn)
-4,-1,8,-6,-1,-9,-1,9,-8,i,Cc1ccccc1NC(=O)Cc1nnc(NC(=O)Nc2ccccc2F)s1
-5,4,5,0,-4,-4,-3,13,-2,i,Cc1c(OCC(=O)NCCCN2CCOCC2)ccc2c3c(c(=O)oc12)CCCC3
4,3,-15,-1,-7,-4,-3,18,-8,i,COC(=O)CN1C(=O)C(O)(CC(=O)c2ccc(C)cc2)c2cc(Br)ccc21 (stereo not drawn)
241*,1,-7,185,-4,11,0,6,-2,i,CCOC(=O)/C(=C\c1ccc(Cl)cc1)c1nc2sc(C)c(C)c2c(=O)[nH]1
10,0,9,2,1,2,-1,17,-3,i,COc1ccc(CCNCC(O)COc2cccc(Br)c2)cc1 (stereo not drawn)
-7,-1,-7,-1,-1,.,.,7,-7,i,COc1ccc(C(=O)N(NC(=O)Oc2ccccc2)C(C)(C)C)cc1
21,1,-6,-1,0,1,-2,38,-1,i,COC(=O)c1ccccc1NC(=O)Cn1c(=O)n(Cc2ccccc2)c(=O)c2c(C)c(C)sc21
-6,2,-4,4,1,?,4,4,3,i,Cc1cc(C(=O)N2CCN(c3ncccn3)CC2)sc1-c1ccccc1
13,0,1,-3,-3,1,0,9,-5,i,O=C(O)Cc1n[nH]c(=O)c2ccccc12
12,1,17,0,-2,-6,1,22,-4,i,CCC(C)N(C(=O)Cn1c(Cl)nc2c1c(=O)n(C)c(=O)n2C)C1CCS(=O)(=O)C1 (stereo not drawn)
-17,2,0,-3,-1,0,-1,1,7,i,CCCCN(CC)Cc1c(O)ccc2c(-c3ccccc3)cc(=O)oc12
14,2,10,1,4,-3,-2,17,-1,i,Cc1cc(Cl)ccc1C(=O)C1CCCN(C(=O)c2cc(C(C)C)no2)C1 (stereo not drawn)
36,-1,13,25,1,-4,-1,0,-4,i,COc1ccc(NC(=O)CSc2nccn2Cc2ccco2)cc1
-1,1,-1,0,3,8,2,17,3,i,CCCCOc1ccc(N(CC(=O)NCC2CCCO2)C(=O)CCC(=O)Nc2nccs2)cc1 (stereo not drawn)
57*,2,5,38,2,-3,-6,12,0,i,COC(=O)c1[nH]c2ccc(Br)cc2c1NC(=O)CN1CCCc2ccccc21
5,2,4,-4,-3,?,1,12,16,i,O=C(NC12CC3CC(CC(C3)C1)C2)N1CCN(c2ccccc2)CC1
3,0,2,-2,-4,1,0,9,6,i,CC(C)(C)NCc1cc(Cl)ccc1OCc1ccccc1F
3,-3,-2,-9,2,3,-4,42,0,i,COc1cc(OC)nc(NC2OC(=O)c3ccccc32)n1 (stereo not drawn)
-11,-11,1,4,-2,.,2,26,4,i,O=C(COc1ccc([N+](=O)[O-])cc1Cl)N1CCOCC1
10,0,-1,3,-4,4,.,39,0,i,Cc1ccc(C2=NN(C(=O)CCC(=O)O)C(c3cn(-c4ccccc4)nc3-c3ccc(C)cc3)C2)cc1 (stereo not drawn)
5,-2,1,-1,0,-5,-3,12,0,i,O=C(O)CCCNC1=NCCC1
-17,2,-2,0,-2,-10,-3,7,-1,i,Cc1cc(-c2csc3nc[nH]c(=S)c23)cc(C)c1C
3,3,1,0,-3,-6,-2,20,2,i,COc1ccc(-n2c(C)nnc2SCC(=O)NC2CC2)cc1
3,1,2,-3,2,-2,0,2,4,i,Cc1ccc(-c2c3c(=O)n(C)c(=O)n(C)c3cn2-c2ccccc2O)cc1
-14,-3,-1,3,3,-53,-3,2,-3,i,CCOC(=O)c1cn2cccnc2n1
15,0,-5,7,-4,7,-1,16,-3,i,Cc1ccc(-c2nc3ccccc3c(=O)n2-c2c(C)n(C)n(-c3ccccc3)c2=O)cc1
-2&-17,0,0,-2&-7,5,4,-3,16,0&-2,i,C=CCOC(=O)C1=C(C)NC(SCC(=O)NC(=O)OCC)=C(C#N)C1c1cccnc1 (stereo not drawn)
14,0,18,-3,4,1,-2,3,2,i,O=C(Cn1cnnn1)Nc1ccccc1Cc1ccccc1
-8,3,-14,-2,1,0,1,11,14,i,CCn1c(=O)c(C(=O)NCc2ccc3c(c2)OCO3)c(O)c2ccccc21

HSF-1 act, hit marks shown above
HSF-1 act,GSK3B inh,Platelet DG rel,HSF1 inh,HSP90 inh,HDAC3 inh,GSK3 alpha inh,AI-2 QS modul,Dyrk1A ADPGlo,PolyA inhibitor,smiles
241*,1,-7,185,-4,11,0,6,-2,i,CCOC(=O)/C(=C\c1ccc(Cl)cc1)c1nc2sc(C)c(C)c2c(=O)[nH]1
57*,2,5,38,2,-3,-6,12,0,i,COC(=O)c1[nH]c2ccc(Br)cc2c1NC(=O)CN1CCCc2ccccc21

Next results follow.
HSF-1 act,GSK3B inh,Platelet DG rel,HSF1 inh,HSP90 inh,HDAC3 inh,GSK3 alpha inh,AI-2 QS modul,Dyrk1A ADPGlo,PolyA inhibitor,smiles
-20,-2,3,-1,.,11,-2,2,6,i,CCCSc1ccc([C@H]2N[C@@](CC(C)C)(C(=O)OC)[C@H]3C(=O)N(C)C(=O)[C@@H]23)cc1
-9,4,-1,5,-4,-4,-1,15,.,i,COCCN(C(=O)Nc1ccccc1OC)c1nc2ccccc2s1
-3,-1,15,-2,2,0,-2,6,5,i,C/C(=C\C(=O)O)CC(=O)O
4,-3,-3,6,-6,-12,1,-21,-2,i,O=C(c1cc2cc(Cl)ccc2[nH]1)N1CCN(c2ccc(F)cc2)CC1
3,1,-2,1,1,.,-4,17,8,i,CCOC(=O)C1(Cc2cccc(F)c2)CCN(CCCn2cccn2)CC1
6,2,-4,-6,-1,.,.,12,5,i,CCOc1ccc(N(CC)S(=O)(=O)c2ccc3c(c2)n(C)c(=O)c(=O)n3C)cc1
7,-2,5,-1,3,.,.,5,-2,i,COc1ccc(N(C(=O)c2snc(C(N)=O)c2N)C(C(=O)NC2CCCC2)c2ccco2)c(OC)c1 (stereo not drawn)
-12,-3,-3,-3,-4,4,-1,18,-3,i,COc1ccccc1/C=C/C(=O)NCC(=O)N/N=C/c1ccc(C)o1
9,1,2,9,-1,1,-2,13,-3,i,COCCn1c(SCc2ccccc2F)nc2ccccc2c1=O
8,3,8,7,1,2,1,8,1,i,Cn1nnnc1SCc1nc2ccccc2s1
21,1,1,0,10,-3,2,20,3,i,Cc1ccc(S(=O)(=O)[N-]c2nc3ccccc3nc2-n2cc[n+](Cc3ccccc3)c2)cc1
3,1,5,0,7,-2,-5,-4,19,i,CCOc1ccc(OCC)c(S(=O)(=O)N2CCCCC2C)c1 (stereo not drawn)
27,2,-1,7,-2,0,-1,-3,-6,i,COc1ccc(OC)c(NC(=O)COC(=O)c2ccc(S(=O)(=O)N3CCOCC3)cc2)c1
-10,-23,-2,-1,1,3,-5,8,-1,i,O=C(CSc1cn(CC(=O)N2CCCCC2)c2ccccc12)NCC1CCCO1 (stereo not drawn)
-24,2,-2,-10,0,.,1,4,8,i,CS(=O)(=O)N(CC(=O)Nc1ccc(S(=O)(=O)N2CCCC2)cc1)c1cccc(F)c1
-8,-3,4,0,-2,0,-3,20,1,i,CC1=C(C#N)C(NC(=O)C2CC2)(C(F)(F)F)C(=O)N1 (stereo not drawn)
4,-3,0,-7,0,1,-1,3,12,i,O=C(N/N=C/C=C\c1ccco1)c1cccnc1
20,-1,-2,0,2,3,-2,9,42,i,Fc1ccc(OCCOCCNCC2CCCO2)cc1 (stereo not drawn)
4,3,0,3,-6,-10,-2,7,7,i,Cc1sc2nc(SCC(=O)N3CCOCC3)[nH]c(=O)c2c1C
-10,3,0,3,-4,-2,1,27,2,i,Cc1c(C(=O)NC(C(C)C)C(C)C)cccc1[N+](=O)[O-]
7,-3,7,7,0,3,-3,1,-4,i,CCC1(CC)NC(=O)N(CC(=O)N2N=C(c3ccc(Cl)cc3)CC2c2ccco2)C1=O (stereo not drawn)
-8,-1,5,-7,-2,-5,-1,-1,3,i,CN=C1CC(C)(C)CC(=O)/C1=C(/O)CCCN1C(=O)c2ccccc2C1=O
-51,0,1,-40,-1,17,-1,5,4,i,O=C(Nc1cccc(F)c1)N(Cc1ccc(Cl)cc1)CC(O)C(F)(F)F (stereo not drawn)
27,.,9,10,7,-2,-3,.,6,i,COc1ccccc1CCNC(=O)c1ccoc1C

Arranged by the number under HDAC3 inh (high to low): 4 of the compounds above.
smiles,HSF-1 act,GSK3B inh,Platelet DG rel,HSF1 inh,HSP90 inh,HDAC3 inh,GSK3 alpha inh,AI-2 QS modul,Dyrk1A ADPGlo,PolyA inhibitor
O=C(Nc1cccc(F)c1)N(Cc1ccc(Cl)cc1)CC(O)C(F)(F)F (stereo not drawn),-51,0,1,-40,-1,17,-1,5,4,i
CCC1(CC)NC(=O)N(CC(=O)N2N=C(c3ccc(Cl)cc3)CC2c2ccco2)C1=O (stereo not drawn),7,-3,7,7,0,3,-3,1,-4,i
Cc1ccc(-c2c3c(=O)n(C)c(=O)n(C)c3cn2-c2ccccc2O)cc1,3,1,2,-3,2,-2,0,2,4,i
CCC(C)N(C(=O)Cn1c(Cl)nc2c1c(=O)n(C)c(=O)n2C)C1CCS(=O)(=O)C1 (stereo not drawn),12,1,17,0,-2,-6,1,22,-4,i

3 entries from above in another layout.
Values run as follows: HSF-1 act | GSK3B inh | Platelet DG rel | HSF1 inh | HSP90 inh | HDAC3 inh | GSK3 alpha inh | AI-2 QS modul | Dyrk1A ADPGlo | PolyA inhibitor
O=C(NC12CC3CC(CC(C3)C1)C2)N1CCN(c2ccccc2)CC1
  5 | 2 | 4 | -4 | -3 | ? | 1 | 12 | 16 | i
CS(=O)(=O)N(CC(=O)Nc1ccc(S(=O)(=O)N2CCCC2)cc1)c1cccc(F)c1
  -24 | 2 | -2 | -10 | 0 | . | 1 | 4 | 8 | i
COCCN(C(=O)Nc1ccccc1OC)c1nc2ccccc2s1
  -9 | 4 | -1 | 5 | -4 | -4 | -1 | 15 | . | i

Compound activity (PubChem BioAssay)

The list is partial; count on the stated rates, not on these rows.
